ALDH1A1 block: qHTS Assay for Inhibitors of Aldehyde Dehydrogenase 1 (ALDH1A1). Purified ALDH1A1, NADH fluorescence, propionaldehyde substrate. actives 7.3% (n = 220,000). Potency, µM (doses to about 75.3 µM), without a hit: at the top dose activity, negative = inhibition, usual class: inhibitors. AID 1030, 2008. Aldehyde dehydrogenase 1A1 (Homo sapiens), P00352; active = well fitted inhibition curve with a large enough effect, not every such curve was filed as active; inconclusive = small, poorly fitted or top-dose-only effect, or another doubt; inactive = no such curve, though single readings can be large or run the other way;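 also: plate controls were no enzyme wells and a reference inhibitor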
Target sequence (P00352 whole entry, looked up): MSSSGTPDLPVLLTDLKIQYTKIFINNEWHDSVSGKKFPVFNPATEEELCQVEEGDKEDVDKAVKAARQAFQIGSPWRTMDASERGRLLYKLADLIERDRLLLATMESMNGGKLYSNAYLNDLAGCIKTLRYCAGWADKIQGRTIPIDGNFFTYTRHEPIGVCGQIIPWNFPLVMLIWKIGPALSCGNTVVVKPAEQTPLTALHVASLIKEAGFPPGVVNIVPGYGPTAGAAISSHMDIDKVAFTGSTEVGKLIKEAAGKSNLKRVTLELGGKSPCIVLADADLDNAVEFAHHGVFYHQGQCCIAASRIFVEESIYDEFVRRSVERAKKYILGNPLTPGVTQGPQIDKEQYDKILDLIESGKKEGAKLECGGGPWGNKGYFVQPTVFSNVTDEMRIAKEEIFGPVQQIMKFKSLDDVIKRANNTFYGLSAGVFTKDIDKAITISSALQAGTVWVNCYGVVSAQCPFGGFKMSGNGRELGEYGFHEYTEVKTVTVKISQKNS
RECQ1 inh: qHTS Assay for Inhibitors of RecQ-Like Dna Helicase 1 (RECQ1). RECQ1 DNA unwinding, red fluorescence kinetic read. Potency, µM (series often up to 57.3 µM), for the others: at the highest dose activity, negative = inhibition, usual class: inhibitors. actives 0.54% (n = 240,000). AID 2549, 2010;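 also: plate controls were vehicle for no effect and no enzyme for full effect; nearly all actives have a fitted effect of over 30% in size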
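RECQ1T1 50 nM; forked duplex (20 bp + 30-nt ss tails) 200 nM, ATP 2 mM final; pH 8.0, 2 mM MgCl2, 2.5 ug/ml poly(dI-dC); 15 min compound preincubation; discontinuous kinetic read over 2 h at RT.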
TexasRed fluor: Total Fluorescence Counterscreen for Inhibitors of the Interaction of Thyroid Hormone Receptor and Steroid Receptor Coregulator 2; TRb/SRC2 Texas Red total fluorescence interference; actives 0.29% (n = 280,000); Potency, µM (series often up to 106 µM), without a hit: at the top dose fluorescence change, negative = quenching; active = well fitted curve in either direction with a large enough effect; inconclusive = small, poorly fitted or top-dose-only effect; also: % is scaled to controls: 0 for no effect and ±100 for the full control effect
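Flags fluorescent or light-absorbing compounds by total fluorescence, S + 2P, at 555 nm excitation and 632 nm emission. Mixture: 20 nM Texas Red SRC2 peptide, 0.6 uM human TRb LBD, 1 uM T3, 5% DMSO; compound exposure 5 h at ambient temperature.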
JMJD2E inh: qHTS Assay for Inhibitors of Human Jumonji Domain Containing 2E (JMJD2E); Lysine-specific demethylase 4E (Homo sapiens), B2RXH2; JMJD2E catalytic domain, FDH-coupled NADH fluorescence (FDH is formaldehyde dehydrogenase); Potency, µM (titrated, usually from 57.1 µM), without a hit: at the top dose activity change, negative = inhibition, most hits filed as inhibitors; actives 1.6% (n = 230,000); AID 2147, 2009; active = well fitted inhibition curve with a large enough effect, not every such curve was filed as active; inconclusive = small, poorly fitted or top-dose-only effect, or another doubt; inactive = no such curve, though single readings can be large or run the other way;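 also: 0% = wells with enzyme and -100% = buffer wells without enzyme; nearly all actives have a fitted effect of over 50% in size; many of its hits are not listed in these tables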
SMN2 splice enh: qHTS Assay for Enhancers of SMN2 Splice Variant Expression; HEK293 SMN2-luciferase splicing reporter, luminescence, 30-36 h; Potency, µM (top dose mostly 46.1 µM), without a hit: at the top dose activity change, positive = activation, actives largely listed as activators; actives 2.8% (n = 210,000); also: % of control where 0% means no effect; nearly all actives have a fitted effect of over 55% in size
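HEK293 cells carry an SMN2 […]–luciferase reporter in which exon 7 inclusion puts luciferase in frame. Cells were plated 10-12 h before compound addition, then incubated 30-36 h at 37C. ONE-Glo luminescence was read; sodium butyrate at 4.5 mM final served as control.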
Lamin A splicing: qHTS Assay for Modulators of Lamin A Splicing; HeLa LMNA splicing GFP/RFP minigene ratio, 48 h; Potency, µM (titrated, usually from 46.1 µM), without a hit: top-dose ratio change, negative = inhibition, hits mostly inhibitors; actives 0.01% (n = 200,000); active = well fitted inhibition curve with a large enough effect in the signal ratio, with a control signal flat, not every such curve was filed as active; inconclusive = small, poorly fitted or top-dose-only effect, or effect the other way, or a change in a side signal; the % refers to the signal ratio; also: % is scaled to controls: 0 for no effect and ±100 for the full control effect
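S3 HeLa cells stably expressing lamin A-EGFP splicing minigene plus DsRed2, 600 cells/well, 48 h compound exposure at 37C. Laser-scanning cytometry; analysed as GFP (500-530 nm)/RFP (575-640 nm) total intensity ratio; 0.5% DMSO vehicle.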
RGS12 GoLoco inh: qHTS Assay for Inhibitors of RGS12 GoLoco Motif Activity (Red Fluorophore); Potency, µM (highest dose often 61.6 µM), without a hit: top-dose activity, negative = inhibition, usual class: inhibitors; Guanine nucleotide-binding protein G(i) subunit alpha-1 (Homo sapiens), P63096; Gai1:RGS12 GoLoco peptide FP, rhodamine, 10 min; actives 0.44% (n = 230,000); AID 880, 2007; active = well fitted inhibition curve with a large enough effect, not every such curve was filed as active; inactive = no such curve, though single readings can be large or run the other way; also: % is scaled to controls: 0 for no effect and ±100 for the full control effect; nearly all actives have a fitted effect of over 30% in size; many of its hits are not listed in these tables
TRb SRC2 PPI: qHTS for Inhibitors of the Interaction of Thyroid Hormone Receptor and Steroid Receptor Coregulator 2; Thyroid hormone receptor beta (Homo sapiens), P10828; TRbeta-SRC2 peptide binding, fluorescence polarization; receptor liganded with 1 µM T3; Potency, µM (top dose mostly 106 µM), for the others: at the highest dose activity change, negative = inhibition, most hits filed as inhibitors; actives 0.065% (n = 280,000);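 also: plate controls were bound peptide for no effect and peptide without receptor for full effect; nearly all actives have a fitted effect of over 50% in size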
Target sequence (P10828 whole entry, looked up): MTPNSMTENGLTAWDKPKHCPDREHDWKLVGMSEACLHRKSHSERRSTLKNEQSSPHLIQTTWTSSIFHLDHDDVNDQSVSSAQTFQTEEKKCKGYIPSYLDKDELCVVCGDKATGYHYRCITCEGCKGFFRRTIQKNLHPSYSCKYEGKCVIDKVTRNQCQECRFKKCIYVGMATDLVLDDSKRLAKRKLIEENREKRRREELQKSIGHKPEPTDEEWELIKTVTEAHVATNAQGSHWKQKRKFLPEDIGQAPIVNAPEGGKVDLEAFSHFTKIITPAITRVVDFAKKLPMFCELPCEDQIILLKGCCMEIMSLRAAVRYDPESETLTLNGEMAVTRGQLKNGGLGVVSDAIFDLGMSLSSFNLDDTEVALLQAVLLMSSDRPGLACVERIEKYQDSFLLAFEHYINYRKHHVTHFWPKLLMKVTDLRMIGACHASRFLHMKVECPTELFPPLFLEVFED
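Read-out is fluorescence polarization (555 nm excitation, 632 nm emission) of a Texas Red SRC2 coactivator peptide; loss of signal reflects blocked binding to human TRb ligand-binding domain in the presence of 1 uM T3.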
* hit, by the source's call; i = inactive; ? = inconclusive; . = no result given; [ ] = dose if it differs, or a comment. Unless noted, calls follow the shape of the dose curve; as a rule, active = well fitted curve in the direction sought with a large enough effect; inconclusive = small, poorly fitted or top-dose-only effect, or another doubt; inactive = no such curve, though single readings can be large; an effect the other way counts as inactive or inconclusive. Potency is read from the fitted curve at half-maximal effect. This is a subset; count on the stated rates, not on these rows.

Values run as follows: ALDH1A1 block	RECQ1 inh	TexasRed fluor	JMJD2E inh	SMN2 splice enh	Lamin A splicing	RGS12 GoLoco inh	TRb SRC2 PPI
- Cc1cccc(N2C(=O)C3CCC(c4ccccc4)CC3C2=O)c1 (configuration not stated)
 : -12%	-24%	-5%	0%	-4%	-10%	1%	7%
- CCc1nnc(NC(=O)c2ccc(S(=O)(=O)NCC(C)C)cc2)s1
 : 3%	-8%	-2%	0%	15%	-10%	4%	-9%
- CC(=O)N1N=C(c2ccccc2)CC1c1cn(Cc2ccccc2)c2ccccc12 (configuration not stated)
 : 28µM*	-15%	3%	?	-38%[inhibitor]	?	-2%	6%
- CC1=C2[C@H](/C=C(\C)C(=O)O)CC[C@@H](C)[C@H]2CC1
 : 18µM*	-8%	-1%	.	-1%	.	2%	1%
- CCN(CC)c1ccc(/C=C(\C#N)C(=O)NCc2ccccc2)cc1
 : ?	-18%	3%	5%	-2%[1.84 µM]	?	0%	-7%
- O=C(CC(c1ccccc1)C1CCCCC1=O)c1ccco1 (configuration not stated)
 : ?	0%	0%	?	13%	1%	-2%	-17%
- CCCCC(CC)CNC(=O)Cn1c(=S)[nH]c2ncccc2c1=O (configuration not stated)
 : 2%	-2%	0%	4%	16%	.	9%	-2%
- COCCNC(=O)c1cc(-c2ccccc2OC)on1
 : ?	-1%	-2%	?	36%	-12%	9%	4%
- CCCCNC(=S)NNC(=O)c1c(Cl)c(C)nn1C
 : 3%	i	-3%	-5%	-9%	-6%	-1%	-10%
- O=C(CSc1nc(-c2ccc(Cl)cc2)cs1)Nc1cccc([N+](=O)[O-])c1
 : ?	-7%	-2%	-1%	-60%[inhibitor]	?	-4%	-2%
- Cc1ccc2oc(-c3ccccc3C(=O)O)cc(=O)c2c1
 : -3%	-3%	-2%	?	3%	-5%	6%	-17%
- CCC(=O)Nc1ccc(S(=O)(=O)Nc2cc(C)on2)cc1
 : 16%	14%	1%	4%	1%	8%	0%	-1%
- CC1=C(C(=O)OC(C)C)C2(O)C(=O)c3ccccc3C2(O)N1 (configuration not stated)
 : 13µM*	i	-4%	?	2%	7%	-5%	3%
- Cc1ccccc1C1CCCN(C(=O)c2cc(COc3c(F)cccc3F)on2)C1 (configuration not stated)
 : -8%	-21%	0%	0%	.	-1%[46 µM]	4%	3%
- CC(C)(C)C1CCc2c(sc(N)c2C(N)=O)C1 (configuration not stated)
 : ?	-1%	0%	?	-34%[inhibitor]	?	76%[activator]	-7%
- O=C(N/N=C/c1ccsc1)c1ccccn1
 : -3%	-15%	-4%	1%	.	.	-12%	4%
- CC(=O)OCCNC(=O)Cn1cnc2c1c(=O)n(C)c(=O)n2C
 : 0%	i	1%	3%	26%	-2%	10%	-5%
- O=C(Nc1nnc(C2CCCC2)s1)C1CCN(S(=O)(=O)c2ccc(Cl)cc2)CC1
 : 12%	-1%	0%	-3%	-14%	-2%	-2%	-11%
- CC(NC(=S)Nc1ccccc1)C(c1cccs1)N1CCOCC1 (configuration not stated)
 : .	i	0%	-6%	.	.	-3%	2%
- Cn1cc(-c2nc3cnc(N4CCNCC4)nc3n(-c3ccccc3)c2=O)c2ccccc21
 : -4%	-4%	.	.	.	-5%	4%	.
- COC(=O)C1=C(C)NC(=S)NC1c1ccc(OC(=O)c2ccco2)cc1 (configuration not stated)
 : ?	i	-1%	0%	2%	-5%[46 µM]	22%	8%
- O=C(NCCN1CCOCC1)N1c2ccccc2Sc2ccccc21
 : 7%	-5%	0%	7%	-2%	-3%	5%	1%
- O=C(NCC(c1cccs1)N1CCOCC1)c1ccc(Cl)c([N+](=O)[O-])c1 (configuration not stated)
 : 10%	-5%	2%	-5%	14%	?	7%	5%
- CCOc1ccccc1C(=O)NCC(=O)OCC(=O)N1C(C)CCCC1C (configuration not stated)
 : 0%	1%	-3%	-3%	-10%	6%	2%	7%
- CCOC(=O)CNc1c(-c2ccc(OC)cc2)nc2ccc(Cl)cn12
 : ?	-8%	-4%	?	?	-1%	4%	-1%
- CC12CCCCC1(O)[N+](=O)C1=C(CCCC1)N2[O-] (configuration not stated)
 : -4%	-3%	1%	-22%	-7%	7%	-12%	0%
- CC1CN(C(=O)Nc2ccc(F)cc2)C2(CCCCCC2)O1 (configuration not stated)
 : -5%	0%	0%	1%	6%	.	-1%	-1%
- CC(C)NC(=O)CSc1nnc2sc3ccccc3n12
 : 2%	-1%	1%	0%	24%	-10%	3%	-8%
- COc1ccc(C2C(C(=O)NCCN3CCOCC3)c3ccccc3C(=O)N2C2CCCCC2)cc1 (configuration not stated)
 : 0%	6%	-1%	6%	14%	19%	8%	5%
- Cc1cc(NC(=O)COC(=O)c2cc(S(=O)(=O)N3CCOCC3)ccc2N2CCCCC2)no1
 : 1%	-9%	-2%	-6%	-12%	20%	5%	2%

Reprinted from the part before: two compounds; new compounds follow.
Values run as follows: ALDH1A1 block	RECQ1 inh	TexasRed fluor	JMJD2E inh	SMN2 splice enh	Lamin A splicing	RGS12 GoLoco inh	TRb SRC2 PPI
- COc1ccc(C2C(C(=O)NCCN3CCOCC3)c3ccccc3C(=O)N2C2CCCCC2)cc1 (configuration not stated)
 : 0%	6%	-1%	6%	14%	19%	8%	5%
- Cc1cc(NC(=O)COC(=O)c2cc(S(=O)(=O)N3CCOCC3)ccc2N2CCCCC2)no1
 : 1%	-9%	-2%	-6%	-12%	20%	5%	2%
- Cc1ccc(-c2cc(C(=O)NCc3cccnc3)no2)cc1
 : -9%	-1%	-4%	19%	22%	?	6%	-3%
- Cc1nnc(SCc2ccc(Cl)cc2Cl)[nH]c1=O
 : 14%	-15%	-3%	3%	10%	-17%	3%	2%
- O=C(N1CCCCC1)C12CC3CC(CC(C3)C1)C2
 : -2%	-11%	1%	-2%	-18%	2%	-2%	-12%
- Cn1nnnc1SCC(=O)N1CCc2ccccc2C1
 : -5%	-14%	-1%	1%	.	?	.	-10%
- COc1ccc(NC(C)=O)cc1NC(=O)CSc1nnc(-c2ccncc2)n1C
 : 7%	-1%	1%	9%	2%	10%	-13%	-2%
- O=C(Nc1ccc2[nH]c(=O)[nH]c2c1)c1c(F)c(F)c(F)c(F)c1F
 : ?	-13%	-10%	6%	16%	.	5%	-5%
- CCOc1cc(-c2noc(-c3ccncc3)n2)cc(Br)c1OC
 : 4%	i	4%	2%	2%	-2%	-2%	6%
- O=C(Nc1ccc(F)c(Cl)c1)C1CCN(S(=O)(=O)c2cccnc2)CC1
 : -6%	-11%	-1%	1%	-20%	-1%	16%	0%
- CCOC(=O)NC(=O)C(=CNNc1ncc(C(F)(F)F)cc1Cl)C(=O)NC(=O)OCC
 : 7%	-3%	-2%	2%	2%	?	-2%	2%
- O=c1c2ccccc2cnn1Cc1n[nH]c(=S)n1-c1ccc(Cl)cc1
 : 4%	i	1%	-1%	-1%	-5%	-3%	-5%
- O=c1c2ccccc2sn1-c1nccs1
 : 13µM*	-5%	-2%	7.9µM*	6%	?	16µM*	3%
- COc1ccccc1C(=O)OCCNC(=O)Cn1cnc2c1c(=O)n(C)c(=O)n2C
 : 10%	1%	-2%	1%	10%	?	1%	4%
- COc1ccccc1NC(=S)N(Cc1ccccn1)Cc1ccccc1Cl
 : ?	-7%	-1%	-6%	-42%[inhibitor]	.	6%	2%
- C=C1C2CC[C@]3(CCC4[C@@]5(C)CCC[C@@]4(CN(CCO)C5)[C@@H]3C2)[C@@H]1O (some centres not stated)
 : -4%	6%	-1%	3%	16%	.	1%	-1%
- CCc1nnc(NS(=O)(=O)c2ccc(N/C=C\C(=O)c3cccc4ccccc34)cc2)s1
 : ?	?	-1%	?	10%	-6%	-3%	6%
- CC1(C)COCN1S(=O)(=O)c1ccc(C(=O)Nc2nnc(-c3ccc(Cl)s3)o2)cc1
 : ?	3%	-1%	7%	-114%[inhibitor]	?	4%	-4%
- CCC(=O)NC(c1ccccc1OC)c1ccc2cccnc2c1O (configuration not stated)
 : 0%	-1%	-1%	25µM*	-109%[inhibitor]	?	5%	0%
- CCn1cc(Br)c(C(=O)Nc2ccc(OC)cc2)n1
 : 4%	-4%	0%	-3%	14µM*	-17%	10%	-11%
- CCC(=O)Nc1ccc(-c2ccc(NC(=O)CC)c(OC)c2)cc1OC
 : 3%	i	1%	9%	8%	2%[46 µM]	17%	8%
- O=c1c2ccccc2nc(-c2ccccc2)n1Cc1ccccc1
 : 16µM*	?	-1%	0%	?	?	9%	-2%
- COc1cccc([C@@H]2Oc3ccc(OC)cc3C[C@H]2OC(=O)Nc2ccc(OC(F)F)cc2)c1
 : -5%	-8%	-5%	-1%	-12%	.	6%	9%
- CCOC(=O)OCC1C=C[C@H](c2cc(-c3ccccc3)ccc2O)C(c2ccc(C(C)=O)cc2)O1 (some centres not stated)
 : 6%[13.5 µM]	-5%[11.5 µM]	2%[11.2 µM]	.	.	.	.	4%[11.2 µM]
- COc1cc(/C=C/C(=O)OCC(=O)N2CCN(S(=O)(=O)c3ccc(C)cc3C)CC2)ccc1O
 : -6%	-3%	-2%	?	5%	3%	-2%	-1%
- CCOC(=O)C1CCN(Cc2cc(=O)n3c(-c4ccccc4)csc3n2)CC1
 : 5%	i	1%	-23%	-2%	11%[46 µM]	18%	-2%
- COCCCNC(=O)CN(C1CCCCC1)S(=O)(=O)c1ccc(C)cc1
 : 14µM*	-11%	3%	1%	-1%	-2%	-2%	4%
- OC1CCCN(c2ncnc3c2nnn3Cc2c(F)cccc2Cl)C1 (configuration not stated)
 : 7.9µM*	-2%	0%	-12%	.	-13%[46 µM]	2%	2%
